A-T KAP1 phos: potential ataxia-telangiectasia treatments restoring KAP-1 phosphorylation; […] A-T fibroblasts, KAP-1 phosphorylation AlphaLISA; neocarzinostatin DNA damage 30 min before lysis; hit rate 0.19% among 320,000; Potency, µM (top dose mostly 57.5 µM), for inactives: at the top dose activation, most hits filed as activators; AID 485349; also: potency is read from the fitted curve at half-maximal effect; % of control where 0% means no effect; nearly all actives have a fitted effect of over 45% in size
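ATM-like activity read as KAP-1 phosphorylation via AlphaLISA donor/acceptor antibody pairs after lysis and 6 hr at 25C. Cells were ATM-null patient fibroblasts ([…], hTERT), dosed 60 min, then exposed to the DSB inducer NCS for 30 min.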
TSHR antag: antagonists of human thyroid stimulating hormone receptor. P16473. hit rate 0.2% among 330,000. activity change, negative = inhibition, % at 11.5 µM. TSHR-expressing cells, TSH-stimulated cAMP HTRF, 2 h; stronger effect = lower value;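 active = activity change below a set negative limit, meaning inhibition stronger than a set level, cut at about -70% in these data; inconclusive = activity change between two set negative limits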; also: % is scaled to controls: 0 for no effect and ±100 for the full control effect
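Inhibition of cAMP made by TSHR-expressing cells under TSH stimulation (4nM final, EC80; 2 h, 37 deg C) is quantified with a one-step lysis HTRF kit, anti-cAMP cryptate versus cAMP-d2.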
Integrin act MD: activates integrin-mediated alleviation for muscular dystrophy. alpha7betagal myoblasts, beta-gal FDG fluorescence, 48 h. Potency, µM (series often up to 38.3 µM), for inactives: at the top dose activation, actives largely listed as activators. hit rate 0.064% among 350,000. AID 624291;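 also: potency is read from the fitted curve at half-maximal effect; 100% = response of the positive control SU9516; nearly all actives have a fitted effect of over 60% in size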
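Alpha7betagal+/- myoblasts (passage 13) were plated 16-24 hr, then exposed to compounds (1:260 dilution of DMSO stock) for 48 hours at 37C. After MPER lysis, β-galactosidase reporter activity was read as FDG fluorescence (ex 480/em 540) after 30 minutes.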
CXXC DNA block: blocks binding of human MLL CXXC domain to DNA | MLL-CXXC / FITC-HOXA9 DNA fluorescence polarization | hit rate 0.037% among 290,000 | AID 2662 | Potency, µM (titrated, usually from 115 µM), inactives show top-dose activity change, negative = inhibition, hits mostly inhibitors | Q03164; active = well fitted inhibition curve with a large enough effect in the polarisation, with a control signal flat, not every such curve was filed as active; inconclusive = small, poorly fitted or top-dose-only effect, or effect the other way, or a change in a side signal; inactive = no such curve, though single readings can be large or run the other way; the % refers to the polarisation; also: potency is read from the fitted curve at half-maximal effect
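Steps: dispense CXXC domain solution (7 uM) → pin compounds or unlabeled HOX-A9 DNA control → 5 min ambient → add FLSN-HOX-A9 solution (50 nM) → spin → 30 min ambient → fluorescence polarization. Tris pH 7.5/NaCl/DTT/BSA buffer.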
Mito fusion yeast: inhibitors of mitochondrial division or activators of mitochondrial fusion; S. cerevisiae fusion-defective mutant growth rescue, CellTiterGlo 48 h; Potency, µM (top dose mostly 46.1 µM), for inactives: top-dose growth rescue (activation), usual class: activators; hit rate 0.23% among 320,000;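 also: potency is read from the fitted curve at half-maximal effect; % of control where 0% means no effect; nearly all actives have a fitted effect of over 45% in size; temperature-sensitive fusion mutants such as fzo1-1 at 37 °C on non-fermentable ethanol glycerol medium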
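S. cerevisiae fusion-defective temperature-sensitive mutants (e.g. fzo1-1, mgm1-5) grown 48 h at 37C in YPEG (ethanol/glycerol non-fermentable) medium with 23 nl compound per well; growth rescue read as CellTiterGlo luminescence.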
Menin MLL FP TR: menin-MLL binding inhibition, Texas Red mutant peptide | hit rate 0.23% among 270,000 | AID 1768 | Potency, µM (titrated, usually from 61.6 µM), for inactives: at the highest dose FP activity change, negative = inhibition, usual class: inhibitors | Menin + Texas Red MLL mutant peptide, fluorescence polarization | O00255; active = well fitted inhibition curve with a large enough effect in the polarisation, with a control signal flat, not every such curve was filed as active; inconclusive = small, poorly fitted or top-dose-only effect, or effect the other way, or a change in a side signal; inactive = no such curve, though single readings can be large or run the other way; the % refers to the polarisation; also: potency is read from the fitted curve at half-maximal effect; % of control where 0% means no effect; many of its hits are not listed in these tables
TCR act: activates T cell receptor signaling | primary human leukocytes, anti-CD3, IL-2 HTRF, 48 h | Potency, µM (highest dose often 9.22 µM), inactives show top-dose activation of IL-2 secretion, hits mostly activators | 330,000 tested, under 10 active; also: % of control where 0% means no effect
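Activity was scored as IL-2 release from primary human leukocytes given only a TCR signal (a-CD3 beads) plus compound for 48 hr. Detection used a two-antibody HTRF format read at 665nm.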
MBNL1-CUG inh: MBNL1-poly(CUG) RNA binding inhibition. Q9NR56. Potency, µM (top dose mostly 57.5 µM), for inactives: at the highest dose activity change, negative = inhibition, most hits filed as inhibitors. TR-FRET MBNL1-His/biotin-(CUG)12 binding, 665/545 ratio. hit rate 0.036% among 280,000; active = well fitted inhibition curve with a large enough effect in the signal ratio, with a control signal flat, not every such curve was filed as active; inconclusive = small, poorly fitted or top-dose-only effect, or effect the other way, or a change in a side signal; inactive = no such curve, though single readings can be large or run the other way; the % refers to the signal ratio; also: potency is read from the fitted curve at half-maximal effect; % is scaled to controls: 0 for no effect and ±100 for the full control effect
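TR-FRET readout: Ex 340 nm, 665/545 nm emission ratio, normalized to buffer-only (basal) and MBNL1-(CUG)12 controls. Complex of MBNL1-His with Biotin-(CUG)12, compounds 92 nM–58 uM, incubated 60 min at room temperature.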
PTAP TSG101 blk: blocks PTAP/TSG101 interaction to inhibit HIV-1 budding | Q99816 | Fluorescence polarization, FITC-PTAP peptide / Tsg101 binding | Potency, µM (highest dose often 115 µM), inactives show top-dose activity change, negative = inhibition, most hits filed as inhibitors | 340,000 tested, under 10 active | AID 493005; active = well fitted inhibition curve with a large enough effect in the main read-out, with a control signal flat, not every such curve was filed as active; inconclusive = small, poorly fitted or top-dose-only effect, or effect the other way, or a change in a side signal; inactive = no such curve, though single readings can be large or run the other way; also: potency is read from the fitted curve at half-maximal effect; % of control where 0% means no effect
Target sequence (Q99816 whole entry, looked up): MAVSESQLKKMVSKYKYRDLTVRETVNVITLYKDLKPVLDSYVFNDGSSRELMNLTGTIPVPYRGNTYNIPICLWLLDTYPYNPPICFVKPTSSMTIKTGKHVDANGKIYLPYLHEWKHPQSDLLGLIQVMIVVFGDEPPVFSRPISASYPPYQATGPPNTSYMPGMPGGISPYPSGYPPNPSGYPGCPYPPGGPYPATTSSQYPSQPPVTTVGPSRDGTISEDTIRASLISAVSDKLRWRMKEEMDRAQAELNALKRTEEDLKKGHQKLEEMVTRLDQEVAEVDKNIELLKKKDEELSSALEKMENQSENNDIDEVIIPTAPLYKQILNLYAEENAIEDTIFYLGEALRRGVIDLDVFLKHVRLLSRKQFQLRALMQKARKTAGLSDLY
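Steps: Tsg101 binding domain dispensed (10 uM final), compounds pinned in DMSO, FITC-labeled PTAP-motif peptide added (50 nM final); after 20 min binding at room temperature, polarization measured.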
S-ASM inh: inhibitors of human secretory acid sphingomyelinase | P17405 | placental ASM, HMU-PC fluorogenic substrate, 60 min | Potency, µM (titrated, usually from 57.5 µM), for the others: at the highest dose activity change, negative = inhibition, usual class: inhibitors | hit rate 0.006% among 340,000 | AID 504937; also: potency is read from the fitted curve at half-maximal effect
Target sequence (P17405 47-631 limits assumed): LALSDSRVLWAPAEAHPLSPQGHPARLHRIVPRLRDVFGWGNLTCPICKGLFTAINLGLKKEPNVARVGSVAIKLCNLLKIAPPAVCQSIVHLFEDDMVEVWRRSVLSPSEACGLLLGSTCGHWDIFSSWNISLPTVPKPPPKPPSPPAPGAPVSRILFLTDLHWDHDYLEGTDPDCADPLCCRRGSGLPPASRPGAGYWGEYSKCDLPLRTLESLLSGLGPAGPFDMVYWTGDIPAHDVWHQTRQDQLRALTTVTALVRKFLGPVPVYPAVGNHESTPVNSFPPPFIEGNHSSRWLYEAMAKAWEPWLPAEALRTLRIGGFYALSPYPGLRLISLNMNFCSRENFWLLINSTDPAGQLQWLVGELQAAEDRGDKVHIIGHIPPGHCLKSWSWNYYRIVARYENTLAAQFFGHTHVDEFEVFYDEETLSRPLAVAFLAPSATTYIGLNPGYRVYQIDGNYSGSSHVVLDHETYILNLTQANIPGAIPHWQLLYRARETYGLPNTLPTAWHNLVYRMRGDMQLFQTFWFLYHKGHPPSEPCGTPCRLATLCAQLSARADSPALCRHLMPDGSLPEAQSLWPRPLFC
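Human placenta-derived ASM enzyme was preincubated with compound for 10 minutes at room temperature, then given fluorogenic substrate HMU-PC0 (9 uM final) for 60 minutes at 37 °C; a pH 10 stop preceded fluorescence reading at Ex 386/Em 447 nm.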
An asterisk follows results filed as active; ? = inconclusive; . = not tested or not shown; [ ] = another dose, or the depositor's remark. Unless noted, calls follow the shape of the dose curve; as a rule, active = well fitted curve in the direction sought with a large enough effect; inconclusive = small, poorly fitted or top-dose-only effect, or another doubt; inactive = no such curve, though single readings can be large; an effect the other way counts as inactive or inconclusive.

compound	TCR act	MBNL1-CUG inh	A-T KAP1 phos	Menin MLL FP TR	CXXC DNA block	Mito fusion yeast	Integrin act MD	S-ASM inh	PTAP TSG101 blk	TSHR antag
CCOc1cc(NC(=O)c2ccccn2)c(OCC)cc1NC(=O)c1ccccc1	-2%	-2%	-3%	6%	3%	-1%	-6%	10%	-4%	-6
Cc1ccccc1NC(=S)Nn1cnnc1	4%	0%	-12%	.	-5%	-3%	-3%	1%	-1%	-9
CCS(=O)(=O)N1Cc2ccccc2CC1C(=O)Nc1ccc(F)c(F)c1 (stereo not drawn)	-5%	1%	-3%	18%	-3%	-11%	21%	1%	-2%	4
Cc1cc(N2CCOCC2)nc(SCc2c(Cl)cccc2Cl)n1	-1%	.	4%	0%	-8%	?	-3%	-11%	-14%	0
O=c1c2c(-c3ccc(Cl)cc3)csc2ncn1/N=C/c1cccc([N+](=O)[O-])c1O	9%	-9%	-4%	?	-5%	1%	10%	-9%	-8%	30
CCOc1ccc(S(=O)(=O)N2CCCC(C(=O)N3CCC(C(N)=O)CC3)C2)cc1Cl (stereo not drawn)	9%	-8%	5%	?	2%	1%	0%	8%	1%	10
CCCC(=O)C1=C(O)C(C(=O)OC)C(C)(C)CC1=Nc1ccc(Br)cc1 (stereo not drawn)	6%	.	26%	.	-7%	3%	3%	-4%	0%	24
Cc1nnc(SCc2ccc([N+](=O)[O-])cc2)[nH]c1=O	5%	?	2%	7%	2%	2%	5%	1%	-2%	4
O=C(CSC1=NC(=O)C(c2ccccc2)C(=O)N1)Nc1cccc(Cl)c1 (stereo not drawn)	-1%	-5%	.	-6%	-9%	-2%	9%	-4%	0%	-14
O=c1ccc(-c2ccc(S(=O)(=O)Nc3cccc(Br)c3)o2)n[nH]1	4%	?	5%	21%	-4%	4%	-15%	-4%	0%	-14
O=C(COc1ccc2c(c1)OCO2)Nc1nnc(Cc2ccccc2)s1	5%	5%	11%	.	9%	7%	2%	1%	2%	1
CCCS(=O)(=O)N1CCCC(C(=O)NCc2ccc3c(c2)OCO3)C1 (stereo not drawn)	0%	-4%	-7%	20%	-2%	-3%	4%	0%	-2%	1
COc1cc(/C=C2\SC(=S)N(CC(=O)Nc3cccnc3)C2=O)cc(OC)c1OC	-1%[46.1 µM]	?	-1%	?	5%	0%	4%	?	-5%	-2
CCOC(=O)c1c(NC(=O)CC2SC(N)=NC2=O)sc(C)c1C (stereo not drawn)	14%	2%	5%	11%	-5%	-2%	-2%	-4%	-6%	10
O=S(=O)([N-]c1nc2ccccc2nc1-[n+]1ccc(Cc2ccccc2)cc1)c1ccc(Br)s1	-2%	?	9%	.	-8%	-8%	-35%	-8%	-7%	1
Nn1cnnc1N/N=C/c1cc(Br)cc(Br)c1O	3%	3%	6%	?	18%	0%	-12%	58%[activator]	-9%	21
CC(NS(=O)(=O)c1ccc(Br)cc1)c1ccccc1 (stereo not drawn)	-6%	-2%	2%	7%	7%	4%	-1%	2%	-1%	20
Fc1cccc(NC(=S)Nc2cccc3ccccc23)c1	1%	?	0%	.	-24%	2%	-11%	0%	-4%	-12
COC(=O)CN1C(=O)[C@H]2[C@@H](c3ccc(C)o3)N3C(=O)CN(Cc4ccccc4)C(=O)[C@@]3(Cc3ccccc3)[C@H]2C1=O	-12%	-2%	3%	-8%	-4%	4%	-15%	10%	-8%	-5
CC(NC(=O)COC(=O)c1nc(Cl)ccc1Cl)c1ccccc1 (stereo not drawn)	-1%[46.1 µM]	.	2%	.	.	.	-5%	5%	-4%	-9
O=C(NCC(=O)N(Cc1cccs1)C(C(=O)NC1CCCCC1)c1ccco1)c1cccs1 (stereo not drawn)	-6%[46.1 µM]	-4%	-3%	-8%	-6%	-2%	8%	-4%	-5%	-14
Cc1cc(C)c2ccc3c(C)c(C)nc3c2[nH]1	1%	.	5%	2%	8%	-2%	-66%[inhibitor]	1%	0%	-38
CCCCn1c(SCC(=O)N2CCC(C(=O)OCC)CC2)nc2cc(S(N)(=O)=O)ccc21	0%	-8%	2%	5%	-1%	-3%	-24%	0%	-6%	-1
COC(=O)[C@@]1(Cc2ccccc2)[C@H]2C(=O)N(Cc3ccccc3)C(=O)[C@H]2[C@H]2CN=C(SCC(=O)c3ccccc3)N21	1%[46.1 µM]	.	-16%	.	.	.	1%	3%	-2%	-4
Cc1cc(SCC#N)nc2ccccc12	-3%	-4%	2%	6%	-8%	21%	3%	-4%	3%	11
Cc1ccccc1N(CC(=O)NC1CCCC1)C(=O)C1(C)CC(=O)N=C2C=CC=CN21 (stereo not drawn)	0%[46.1 µM]	4%	5%	11%	-11%	-2%	23%	27%	-12%	11
OCCN1CCN(C(=S)c2ccc(-c3ccccc3)cc2)CC1	-4%	.	-2%	.	-4%	-1%	3%	-3%	-4%	3
O=C1CC2(CCCC2)C(=O)N1CN1CCN(S(=O)(=O)c2ccc(F)cc2F)CC1	-1%[46.1 µM]	.	-7%	.	.	.	-16%	-3%	2%	11
COc1ccc(C(=O)Nc2cc(OC)ccc2OC)cc1	1%	3%	5%	18%	-3%	-1%	-1%	-1%	-7%	-3
Cc1ccc(NC(=O)CNCc2ccccc2)c(Br)c1	-2%	-5%	0%	-18%	7%	0%[9.22 µM]	-9%	-1%	-1%	-6
O=C(c1ccc(Cn2c(=O)[nH]c3ccccc3c2=O)cc1)N1CCN(c2ccccc2)CC1	-8%	-7%	3%	-6%	6%	5%	9%	-8%	-16%	-7
O=C(NCCCn1ccnc1)c1cccc(S(=O)(=O)NCc2ccccc2)c1	-3%	-4%	0%	-2%	-6%	1%	24%	1%	-2%	2
CC(C)NC(=O)Cn1c(=O)n(CC(=O)N2CCCCC2)c(=O)c2sccc21	-2%	-3%	7%	.	3%	8%	40%	-1%	0%	-4
C[C@H](NS(=O)(=O)c1ccc2c(c1)OCCCO2)C(=O)N1CCN(c2ccc(F)cc2)CC1	2%	.	13%	.	.	-5%	-19%	0%	-4%	-5
CC1CCCC(NC(=O)c2ccc(COc3ccccc3)o2)C1C (stereo not drawn)	-2%	-9%	7%	-15%	-5%	13%	-27%	0%	1%	29
CCOC(=O)CNC(=O)c1ccccc1Br	-2%	-1%	-2%	-1%	4%	1%	-11%	-2%	-3%	0
COc1ccc(C(C)=O)cc1COC(=O)C1CC(=O)N(Cc2ccccc2)C1 (stereo not drawn)	0%	-3%	10%	.	1%	0%	-2%	4%	.	-6

The list is partial (hit frequency here may not be typical).
